Artemis inh: Artemis endonuclease inhibitors, primary screen, biochemical, fluorescence intensity, FAM/BHQ-1 hairpin substrate | Protein artemis (Homo sapiens), Q96SD1 | recombinant Artemis, quenched FAM hairpin cleavage fluorescence | inhibition, % at 10 µM | 30,000 tested, 0.78% active | AID 686954, 2013;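 active = at 10 µM dose, at least 30% inhibition, measured as corrected fluorescence normalized to stimulator and neutral control wells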
Target sequence (Q96SD1 whole entry, looked up): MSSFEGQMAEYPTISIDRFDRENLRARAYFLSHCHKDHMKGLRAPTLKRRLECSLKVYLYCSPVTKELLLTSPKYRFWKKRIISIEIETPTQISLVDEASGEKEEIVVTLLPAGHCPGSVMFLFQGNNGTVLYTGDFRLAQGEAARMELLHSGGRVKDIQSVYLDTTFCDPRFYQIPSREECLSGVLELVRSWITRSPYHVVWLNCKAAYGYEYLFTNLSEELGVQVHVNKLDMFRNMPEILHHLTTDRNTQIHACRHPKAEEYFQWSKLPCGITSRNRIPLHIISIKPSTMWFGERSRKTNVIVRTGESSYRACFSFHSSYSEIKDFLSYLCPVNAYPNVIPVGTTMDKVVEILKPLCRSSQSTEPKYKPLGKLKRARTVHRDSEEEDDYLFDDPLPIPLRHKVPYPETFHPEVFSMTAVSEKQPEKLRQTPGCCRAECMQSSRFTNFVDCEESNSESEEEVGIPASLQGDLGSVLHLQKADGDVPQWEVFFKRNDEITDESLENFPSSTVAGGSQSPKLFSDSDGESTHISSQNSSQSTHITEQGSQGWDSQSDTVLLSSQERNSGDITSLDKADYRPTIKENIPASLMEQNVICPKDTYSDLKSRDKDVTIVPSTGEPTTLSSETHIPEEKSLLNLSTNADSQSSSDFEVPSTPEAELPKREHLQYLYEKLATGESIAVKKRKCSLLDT
Numbers without * were called inactive. A portion of the library; the hit share may differ from the screen's.

SMILES | Artemis inh
CSc1nc(N2CCOCC2)c2c3c(sc2n1)CCCC3 | 6
c1ccc2c(N3CCCC3)nc(-c3ccncc3)nc2c1 | 3
Cc1cc(Cl)ccc1OC(C)C(=O)N1CCCN(C(=O)C(C)Oc2ccc(Cl)cc2C)CC1 (configuration not stated) | 9
CCCOc1cccc(-c2nnc(N)s2)c1 | -6
O=C(Nc1cccnc1Cl)c1cccnc1Cl | -2
COc1ccc(-n2nc3ccc(NS(C)(=O)=O)cc3n2)cc1Cl | -4
Cc1ccc(NS(=O)(=O)c2ccc(NC(=O)c3cccs3)cc2)cc1 | -6
Cc1ccc(CNc2nc3ccccc3n3nnnc23)cc1 | -1
Cc1ccc(N(C(=O)CC2NC(=O)NC2=O)C2(C(=O)NC3CCCC3)CCCCC2)cc1 (configuration not stated) | -3
Cc1c(O)ccc(C(=O)COc2ccc(F)cc2)c1O | -7
CCOC(=O)Cn1c(=O)n(C2CCCC2)c(=O)c2ccccc21 | 4
CC1CN/C(=C\C(=O)c2ccccc2)C(=O)N1 (configuration not stated) | -2
CC1CC(N(C(=O)c2ccc(Cl)cc2)c2ccccc2)c2ccccc2N1C(=O)c1ccco1 (configuration not stated) | 16
C=CCN(CC=C)S(=O)(=O)c1ccc(NC(=S)NC(=O)/C=C/c2ccccc2)cc1 | 1
O=C(CCN1C(=O)S/C(=C\c2ccccc2)C1=O)Nc1ccc(S(=O)(=O)Nc2nccs2)cc1 | 21
Cc1ccc(C)n1NC(=O)c1ccc(Cl)cc1Cl | 20
O=C1C2=C(c3ccccc31)[N+](=O)C1CCCCC1N2[O-] (configuration not stated) | 9
CC1(C)C2CCC1(C)C(OC(=O)CCn1ccnc1)C2 (configuration not stated) | -4
COc1ccc(/C=N/NC(=O)c2cc(-c3ccc(C)cc3C)nc3ccccc23)cc1COC(C)=O | 3
CC(=O)Nc1ccc(C(=O)NC2CCCC2)cc1 | 2
N#Cc1ccccc1CN1C(=O)S/C(=C/c2cccn2-c2ccc(C(=O)O)cc2)C1=O | 25
CCOc1cccc(NC(=O)C2CC(=O)NC(=Nc3ccccc3)S2)c1 (configuration not stated) | -4
C/C=C/c1ccccc1OCc1ccc(C(=O)OC)o1 | -13
COc1ccc(C(=O)CSc2cc(C)nc(SCC(=O)c3ccc(C)cc3)n2)cc1 | -7
COc1ccc(C(C(=O)OC(C)CN(C)C)c2ccccc2)cc1 (configuration not stated) | 2
CN1CCN(/C(=N\S(=O)(=O)c2ccc(F)cc2)c2ccccc2)CC1 | -12
CCCN(CC(=O)Nc1c(C)cccc1CC)C(=O)SCC | 19
CC(C)CC(NC(=O)OC(C)(C)C)C(=O)NC(C(=O)N1CCCC1C(N)=O)C(C)C (configuration not stated) | -5
O=C1C2CC=C(Cl)CC2C(=O)N1CN(Cc1ccco1)CN1C(=O)C2CC=C(Cl)CC2C1=O (configuration not stated) | -3
COc1ccc(S(=O)(=O)N(C)c2ccc(C(=O)N3CCOCC3)cc2)cc1 | -1

Of the compounds above, 5 contain two or more sulfur atoms:
SMILES | Artemis inh
CSc1nc(N2CCOCC2)c2c3c(sc2n1)CCCC3 | 6
Cc1ccc(NS(=O)(=O)c2ccc(NC(=O)c3cccs3)cc2)cc1 | -6
C=CCN(CC=C)S(=O)(=O)c1ccc(NC(=S)NC(=O)/C=C/c2ccccc2)cc1 | 1
O=C(CCN1C(=O)S/C(=C\c2ccccc2)C1=O)Nc1ccc(S(=O)(=O)Nc2nccs2)cc1 | 21
COc1ccc(C(=O)CSc2cc(C)nc(SCC(=O)c3ccc(C)cc3)n2)cc1 | -7

Other records
SMILES | Artemis inh
Oc1[nH]c2ccccc2c1/C=N/c1nccs1 | -8
CSc1cccc(NC(=O)CN(C)S(=O)(=O)c2ccc(C)cc2)c1 | -2
COc1ccc(C(=O)NCc2nnc(SCC(=O)Nc3cccc(C(F)(F)F)c3)o2)cc1OC | 8
CN1CCN(C(c2ccc(F)cc2)c2nnnn2Cc2cccs2)CC1 (configuration not stated) | 8
CC(C)N(O)C(=O)NC(C)(C)C | 1
CC1CCN(CCNC(=O)C2CCCN(S(=O)(=O)c3cccc4nonc34)C2)CC1 (configuration not stated) | -3
CCn1c(-c2ccccc2Cl)nn(CC(=O)Nc2ccccc2C)c1=S | -4
COc1ccc(NC(=O)c2ccco2)c(OC)c1 | -4
CSc1nnc(-c2ccccc2N=Cc2c(C)[nH]n(-c3ccccc3)c2=O)c(=O)[nH]1 | -1
CCOc1cccc(-c2nnc3sc(COc4ccc(Cl)cc4)nn23)c1 | 0
Cc1ccc(F)cc1NC(=O)Cc1nn(C)c(=O)c2ccccc12 | -3
O=C(CCCOc1ccccc1)N1CCN(S(=O)(=O)c2cccs2)CC1 | -3
O=S(=O)(O/N=C1\CCCc2ccccc21)c1ccccc1 | 1
Cc1nc2ccccc2n1C(=O)c1cc(-c2ccc(Br)cc2)nc2ccccc12 | 4
Cc1ccc(/C=[N+](/[O-])C2SC(=S)N(C)C2(C)C)cc1 (configuration not stated) | 7
CCOC(=O)c1[nH]c2ccc(Br)cc2c1NC(=O)CCN1CCC(C(=O)OCC)CC1 | 0
Cc1onc(-c2c(F)cccc2Cl)c1C(=O)N1CCc2ccccc2C1 | 9
CC(C)(C)C(=O)Nc1ccccc1C(=O)Nc1cccnc1 | -5
CCOc1ccc(NC(=O)c2ccccc2O)cc1 | 3
N#C/C(=C\c1cc([N+](=O)[O-])c(N2CCOCC2)cc1N1CCOCC1)c1nc2ccccc2[nH]1 | 10
O=C(c1ccccc1)c1cccc(NC(=O)c2ccc(Br)o2)c1 | 4
Cn1cc(C(=O)c2ccc(Cl)cc2Cl)cc1C(=O)N/N=C(\N)COc1ccc(F)cc1 | 11
COc1ccc(NC(=O)NCCCN2CCCCC2C)cc1 (configuration not stated) | 0
O=C(C1CCN(S(=O)(=O)c2cccc3nsnc23)CC1)N1CCn2c1nc1ccccc12 | 5
O=C(NCCC1=CCCCC1)C(c1ccccc1)c1ccccc1 | 5
O=C(CSc1nnc(C2COc3ccccc3O2)o1)N1CCCc2ccccc21 (configuration not stated) | 2
COC(=O)Cc1c(C)nc2nc(-c3ccc(Cl)cc3)[nH]n2c1=O | 3
CN1CCCCc2c1[nH]c1ccccc1c2=O | -2
CCOC(=O)C1(P(=O)(c2ccccc2)c2ccccc2)CCC1 | -7
Nc1c(C(=O)C2CC2)sc2nc(-c3cccs3)cc(C(F)(F)F)c12 | -45
C/C(=C\C(=O)C(F)(F)F)Nc1ccc(C(F)(F)F)cc1 | -3
Cc1cccc2c1N(CCCOc1ccccc1)C(=O)C2=O | 0
c1ccc(-c2csc(Nc3nc(N4CCOCC4)nc(N4CCOCC4)n3)n2)cc1 | 0
O=C(CCC1COc2ccccc2O1)Nc1ccc(Cl)cn1 (configuration not stated) | -1
Cc1ccc(SCC(=O)Nc2ccc(-c3nnc(-c4ccco4)o3)cc2)cc1 | 1
COc1ccc(N2C(=O)CCC(C(=O)O)C2c2ccc(F)cc2)cc1 (configuration not stated) | 4
CN(C)/N=C/c1c(O)ccc2ccccc12 | -1
CCOC(=O)c1nnn(-c2nonc2N)c1COc1ccccc1 | -1
COc1cc(CC(=O)NCc2ccc3c(c2)OCO3)cc(OC)c1OC | -2
COc1ccc(CCNC(=O)CCS(=O)(=O)c2ccc3c(c2)CCN3C(C)=O)cc1OC | 3
COC(=O)C1C(O)=C(C(C)=N)C(=O)CC1(C)C (configuration not stated) | -6
Cc1nc(C)c(NC(=O)N2CCc3ccccc32)cc1NC(=O)N1CCc2ccccc21 | 17
COC(=O)C1=C(C)N(CCc2ccc(OC)c(OC)c2)C(=O)C1 | -7
C/C(=N\NC(=O)c1ccc(Cl)cc1)c1cccc(NC(=O)C(C)C)c1 | -1
c1ccc2nc(N3CCOCC3)cnc2c1 | -9
O=C(CN1CCCCC1)Nc1nnc(-c2ccccc2)s1 | -4
CC(C)C1N(C(=O)CN2CCCC2)CCN1S(=O)(=O)c1ccccc1 (configuration not stated) | -9
COc1ccccc1N1C(=O)C2C3C=CC(C3)C2(C)C1=O (configuration not stated) | -5
Fc1ccccc1Cn1nnc2c(NCCc3ccccn3)ncnc21 | 1
CC(=O)c1ccc2c3c(cccc13)C(=O)N(c1c(C)nn(C)c1C)C2=O | 4
CC(C)COP(=O)(OCC(C)C)C(Nc1ccccc1)c1ccc2c(c1)OCO2 (configuration not stated) | 5
Cc1cc(C)nc(NC2=NCC(=O)N2CCc2c[nH]c3ccccc23)n1 | 10
CCCn1c(-c2ccccc2)nc2c(=O)n(C)c(=O)[nH]c21 | -6
O=C(O)CCC(C(=O)O)n1c(O)c(C2=c3ccccc3=NC2=O)sc1=S (configuration not stated) | -5
CCN(CC)CCOC(=O)c1ccc(NC(=O)C2(c3ccccc3)CCCC2)cc1 | -6
Cc1ccc(S(=O)(=O)CCC(=O)Nc2nccs2)cc1 | -1
O=C(Nc1ccc2nsnc2c1)N1CCCCCC1 | 1
Cc1cc(NC(=O)c2cc(-c3cccnc3)nc3c(C)c(C)ccc23)no1 | 5
C=CCn1cnc2c(c1=O)c1nc3ccccc3nc1n2/N=C/c1cc(OC)c(OC)c(OC)c1 | -3
C=CCc1cccc(CNc2nc3ccccc3n2CC)c1O | 2

Going on with the list:
SMILES | Artemis inh
Cc1ccc(CN2CC(C(=O)Nc3ccc(S(=O)(=O)Nc4cc(C)nc(C)n4)cc3)CC2=O)cc1 (configuration not stated) | -2
Cc1sc2ncnc(N(C)Cc3ccco3)c2c1C | -2
COC(=O)c1ccc(NC(=O)Cn2nc(SC)n(N)c2=S)cc1 | -12
NC(=O)c1ccc(Cc2ncc(C(F)(F)F)cc2Cl)s1 | -2
Cc1cc(NC(=O)CSc2n[nH]c(CC(C)C)n2)no1 | 3
CC(=O)c1sc2nc(-c3cccs3)cc(C(F)(F)F)c2c1N | -6
Cc1ccc(NC(=O)CC2S/C(=N/c3nccs3)N(C)C2=O)c(C)c1 (configuration not stated) | 3
CS(=O)(=O)N(CC(=O)N1CCN(c2cccc(Cl)c2)CC1)c1cccc(F)c1 | -10
CC(C)CNC(=O)c1ccccc1NC(=O)c1ccccc1N(C)S(C)(=O)=O | -8
COc1ccccc1C1C2=C(N=C3SCC(=O)N31)c1ccccc1CC2 (configuration not stated) | 10
CN=CC1=C(O)CC(C)(C)CC1=O | -4
CCC(C)NC(=O)CSc1nnc(-c2cc(-c3ccc(C)cc3)nc3ccccc23)n1N (configuration not stated) | 6
CCc1cc2cc(C)ccc2nc1SCC(=O)N1CCN(C(=O)c2ccco2)CC1 | 14
CC1(C)Cc2c(sc3nc4n(c(=O)c23)CCC4)CO1 | -7
Cc1ccc(C)c(NC(=S)N2CCCCCC2)c1 | -2

Of the compounds above, three contain bromine:
SMILES | Artemis inh
Cc1nc2ccccc2n1C(=O)c1cc(-c2ccc(Br)cc2)nc2ccccc12 | 4
CCOC(=O)c1[nH]c2ccc(Br)cc2c1NC(=O)CCN1CCC(C(=O)OCC)CC1 | 0
O=C(c1ccccc1)c1cccc(NC(=O)c2ccc(Br)o2)c1 | 4

Five neighbouring compounds already listed, for reference:
SMILES | Artemis inh
CN=CC1=C(O)CC(C)(C)CC1=O | -4
CCC(C)NC(=O)CSc1nnc(-c2cc(-c3ccc(C)cc3)nc3ccccc23)n1N (configuration not stated) | 6
CCc1cc2cc(C)ccc2nc1SCC(=O)N1CCN(C(=O)c2ccco2)CC1 | 14
CC1(C)Cc2c(sc3nc4n(c(=O)c23)CCC4)CO1 | -7
Cc1ccc(C)c(NC(=S)N2CCCCCC2)c1 | -2

(listing goes on)
SMILES | Artemis inh
Cc1ccccc1OCC(=O)NC(=S)Nc1ccc(N2CCOCC2)c(Cl)c1 | -1
COc1ccccc1OCc1ccc(C(=O)NN)cc1 | 1
Cc1ccc2cc(C#N)c(SCC(=O)NCC3CCCO3)nc2c1 (configuration not stated) | -2
CC(C)(C)n1ncc2c(=O)n(CC(=O)NCCc3ccccc3)cnc21 | -8
CCN(CC)CCCNC(=O)c1nn(-c2ccc(OC)cc2OC)c(=O)c2ccccc12 | -12
CCCCOC(=O)CNc1nnc(SCC(=O)OCC)[nH]c1=O | -3
C1CCN(c2c3c(nc4nnnn24)CCCC3)CC1 | -1
COc1ccccc1OCC(=O)OCC(=O)Nc1ncc(Cl)cc1Cl | -6
CCN1c2ccccc2-c2nc3ccccc3n2C1c1ccccn1 (configuration not stated) | 7
CC(Cl)C(=O)NNc1cccc(Cl)n1 (configuration not stated) | 4
O=C(CSc1cccc2cccnc12)NCc1ccco1 | -12
COC(=O)c1cc(COc2ccc3c(c2)oc(=O)c2ccccc23)c(C)o1 | 10
Cc1ccc2nc(-c3cccc(NC(=O)c4ccco4)c3)[nH]c2c1 | 1
CCOC(=O)C1C2C=CC3(CN(CCc4ccccc4)C(=O)C13)O2 (configuration not stated) | 4
O=C1c2ccccc2C(=O)N1CCCSc1nc2ccccc2o1 | -1

Next section (2 carried over from the part before).
SMILES | Artemis inh
CCOC(=O)C1C2C=CC3(CN(CCc4ccccc4)C(=O)C13)O2 (configuration not stated) | 4
O=C1c2ccccc2C(=O)N1CCCSc1nc2ccccc2o1 | -1
Cc1cc(C(=O)OCC(=O)NC2CCCCC2)c(C)o1 | 1
CC(C)(C)NC(=O)CN1CCC(O)(c2ccc3c(c2)OCO3)CC1 | -5
CS(=O)(=O)c1cnc(-c2ccccc2)nc1Oc1ccc(F)cc1 | -6
COc1cccc(/C=N/NC(=O)c2ccccc2N(Cc2ccccc2)S(=O)(=O)c2ccccc2)c1OC | 11
O=C(NCC1CCCO1)c1cc(-c2ccco2)nc2ccccc12 (configuration not stated) | 0
CCC(N1CCOC1=O)S(=O)(=O)c1ccc(C)cc1 (configuration not stated) | -8
COc1ccc(Oc2ncc(CN3CCN(c4ccccc4)CC3)s2)cc1 | -3
Nc1c(-c2ccc(F)cc2)cnn1C1CCS(=O)(=O)C1 (configuration not stated) | -12
CCNc1nc(C)cc(COC)c1C#N | 5
CCOC(=O)c1sc(NC(=O)CSc2nnc(Cc3ccccc3)o2)c(C#N)c1C | 11
OC(CN1CCN(c2cccc(C(F)(F)F)c2)CC1)c1c[nH]c2ccccc12 (configuration not stated) | 6
CCN1C(=O)CC(N2CCC(Nc3ccc(F)cc3)CC2)C1=O (configuration not stated) | 1
COC(=O)Oc1ccc(/C=N/NC(=O)CN(c2ccccc2Cl)S(C)(=O)=O)cc1OC | -3

Screening results as filed in PubChem BioAssay.
